High-throughput results: PubChem, several laboratories
Diaph act CS – diaphorase activation or chemical reduction counter-screen | activation factor at 20 µM | actives 0.005% (n = 190,000) | Diaphorase/resazurin coupled assay, resorufin fluorescence, 16 min; active compounds read high; 1 = vehicle wells, 0 = NADH-free wells | AID 1229;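 active = diaphorase activity raised at least twofold by the compound at 20 µM; inactive = activation factor below 2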
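Material: Clostridium kluyveri diaphorase, purified enzyme; Quantity: enzyme 0.07 U/mL final; Medium: HEPES pH 7.4 buffer with MgCl2 and Tween 20; Dosing: single compound dose of 20 µM, 1% DMSO final; Schedule: 16 min reaction at room temperature; Measured by: red resorufin fluorescence at 544/590 nm excitation/emission.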
TLR4-MyD88 BLA – TLR4-MyD88 interaction inhibition in cells; actives 0.18% (n = 200,000); O00206+Q99836; inhibition, % at 8.4 µM; AID 861; HeLa CL3-4 TLR4/MyD88 BLA complementation, FRET ratio; in the data active = inhibition above about 25%;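 note: 0% = vehicle and 100% = reference inhibitor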
PMI act hi M6P – PMI (human) activation, high substrate. activation factor at 20 µM. coupled PMI enzyme assay, resazurin fluorescence, 20 min; active compounds read high; 1 = untreated enzyme, 0 = substrate-free blank. P34949. actives 0.34% (n = 190,000);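 active = activation factor of 2 or more at 20 µM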
Target sequence (P34949 whole entry, looked up): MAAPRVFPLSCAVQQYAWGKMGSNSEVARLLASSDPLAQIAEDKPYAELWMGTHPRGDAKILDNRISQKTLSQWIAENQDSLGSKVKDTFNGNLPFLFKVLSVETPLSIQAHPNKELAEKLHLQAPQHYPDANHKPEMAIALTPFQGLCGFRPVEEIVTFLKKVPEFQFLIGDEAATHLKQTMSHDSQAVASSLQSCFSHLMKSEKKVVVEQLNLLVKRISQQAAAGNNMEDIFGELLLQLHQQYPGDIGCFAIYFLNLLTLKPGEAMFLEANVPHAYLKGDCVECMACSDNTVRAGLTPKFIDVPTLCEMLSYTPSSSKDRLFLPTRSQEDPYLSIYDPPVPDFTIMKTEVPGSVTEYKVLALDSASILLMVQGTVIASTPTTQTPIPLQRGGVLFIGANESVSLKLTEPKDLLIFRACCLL
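Material: human phosphomannose isomerase with PGI, G6PDH, diaphorase coupling enzymes / Reagent: Man-6-P substrate 1.0 mM / Dosing: single compound dose of 20 µM, 1% DMSO final / Incubation: enzyme reaction with compound 20 min at room temperature / Signal: resorufin fluorescence (Ex 544/Em 590 nm) from resazurin via diaphorase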
Hsp70 act – Hsp70 transcriptional activation, primary screen; HeLa Hsp70 promoter luciferase reporter, luminescence; scaled: vehicle 0, proteasome-inhibitor control 100%; activation, % at 10 µM; actives 0.04% (n = 200,000); AID 1203;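 active = activation above the mean across all tested compounds plus 3 SD, cutoff set per campaign, cut at about 5.5% in these data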;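 note: 100% = MG132 at 30 µM as the positive control and 0% = DMSO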
G6PDH counter – L. mesenteroides G6PDH inhibition counter-screen; Purified L. mesenteroides G6PDH, diaphorase/resazurin coupled fluorescence, 45 min; inhibition, % at 5 µM; actives 0.12% (n = 200,000)
PMI activator – activators of human phosphomannose isomerase; P34949; purified human PMI, coupled resazurin fluorescence, 20 min; active compounds read high; 1 = vehicle control, 0 substrate-free wells; activation factor at 20 µM; actives 0.005% (n = 190,000); AID 1214;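 active = activation factor of 2 or more at 20 µM, relative to plate controls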
S1P3 antagonist – S1P3 (human) receptor antagonism | CHO S1P3 NFAT-BLA reporter, FRET fluorescence, antagonist mode | inhibition, % at 4.98 µM | actives 0.27% (n = 170,000) | AID 485;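 active = inhibition above the plate cutoff, the mean inhibition of test wells on that plate plus 3 SD, cut at about 28% in these data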;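 note: cells challenged with S1P at its EC80 of 0.8 µM; blue over green emission ratio from cleaved BLA substrate after 4 h stimulation; 0% = S1P-stimulated wells and 100% = unstimulated DMSO-only wells; some compounds past the cut are filed as inactive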
Target sequence (Q99500 whole entry, looked up): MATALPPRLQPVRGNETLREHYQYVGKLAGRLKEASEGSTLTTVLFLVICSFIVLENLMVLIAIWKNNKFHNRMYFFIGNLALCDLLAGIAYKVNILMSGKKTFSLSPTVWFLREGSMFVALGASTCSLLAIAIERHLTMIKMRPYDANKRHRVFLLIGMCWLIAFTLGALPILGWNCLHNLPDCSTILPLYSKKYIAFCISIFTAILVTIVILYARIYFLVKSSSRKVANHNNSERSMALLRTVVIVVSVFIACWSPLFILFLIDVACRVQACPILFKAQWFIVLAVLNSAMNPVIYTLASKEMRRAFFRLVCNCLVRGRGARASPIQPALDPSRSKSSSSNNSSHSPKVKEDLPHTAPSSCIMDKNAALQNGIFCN
Redox H2O2 prof – compounds producing H2O2 with reducing agent – biochemical, NIH compound library profiling, artefact control for MLSCN library redox annotation, primary screen | activation, % at 10 µM | actives 0.03% (n = 200,000) | AID 878 | DTT-dependent redox cycling H2O2, phenol red/HRP absorbance; 100% = 100 µM peroxide control, 0% = buffer;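 active = activation of at least 50% relative to the plate's high and low controls in the primary single-dose screen; inactive = activation below 50%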;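 note: compound incubated with DTT at 0.8 mM final as the reducing agent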
RAM inhibit – inhibitors of the yeast RAM network. AID 868. inhibition, % at 50 µM. actives 1.8% (n = 190,000). S. cerevisiae dse1pr::URA3 reporter, 5-FOA growth OD615, 2 d; analog-sensitive cbk1-as2 kinase mutant strain;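 active = inhibition above a set limit, 3 SD over mean compound inhibition, cut at about 8.4% in these data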;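 note: 0% = DMSO-only wells with no growth and 100% = 10 µM 1-NA-PP1 full growth; inhibition rescues growth on 5-FOA so higher OD means more RAM inhibition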
Diaph inh CS – inhibits diaphorase or chemically oxidizes, flagging diaphorase assay artifacts; diaphorase resazurin-to-resorufin fluorescence, NADH, 16 min; bacterial (C. kluyveri) enzyme, not human; actives 0.69% (n = 190,000); inhibition, % at 20 µM;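 active = primary screen inhibition at 20 µM above a set limit, cut at about 50% in these data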;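 note: plate controls were DMSO with full reaction for no effect and wells lacking NADH for full effect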
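controls = No-NADH positive control and DMSO neutral control | system = Clostridium kluyveri diaphorase enzyme | timing = reaction incubation of 16 min at room temperature | signal = resorufin fluorescence 544/590 nm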
Lmaj promast – reduces viability of Leishmania major promastigotes | resazurin fluorescence viability | inhibition, % at 10 µM | actives 9% (n = 200,000);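 note: promastigotes grown with compound for 44 hours at 28 °C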
* = called active by the depositor; x = no result given. Cut-off read from the data, not from the text of the source, unless noted: active = inhibition above about 50%; inactive = the rest.

Each structure is followed by: Diaph act CS | TLR4-MyD88 BLA | PMI act hi M6P | Hsp70 act | G6PDH counter | PMI activator | S1P3 antagonist | Redox H2O2 prof | RAM inhibit | Diaph inh CS | Lmaj promast
- COCCCNc1c2c(nc3nnnn13)CCCC2
  1 | 1 | 1 | -0.3 | 1 | 1 | 5 | 8.7 | -0.3 | 3 | -2
- CCCOc1ccc(C2C(C(=O)c3ccc(C)o3)=C(O)C(=O)N2CCCn2ccnc2)cc1 (stereo unspecified)
  x | 9 | x | -0.4 | x | x | -19 | 3.2 | x | x | -9
- O=C(COC(=O)c1ccc2[nH]c3c(c2c1)CCCC3)Nc1ccccc1Cl
  1.2 | -10 | 1 | 0.0 | 12 | 1 | -3 | -0.3 | 4.3 | -16 | 7
- COC(=O)c1[nH]c2ccc(F)cc2c1NC(=O)C1=COCCO1
  0.9 | 0 | 0.9 | 0.0 | 0 | 0.8 | 12 | 1.9 | 1.6 | 15 | -4
- COc1ccc(-c2cc(OC)c3c(C)oc(C)c3c(=O)c2)cc1OC
  0.8 | -1 | 1 | -0.1 | 18 | 1.2 | 0 | 2.5 | -0.5 | 19 | 4
- OC(CCN1CCCC1)(c1ccccc1)C1CCCCC1 (stereo unspecified)
  1 | 5 | 1.2 | -0.3 | 9 | 1.1 | -9 | 0.6 | -0.4 | 4 | 10
- CCOc1ccccc1N1CCN(c2nc(N)c(C#N)c(CC#N)c2C#N)CC1
  0.8 | -9 | 1 | 0.0 | 6 | 0.9 | x | 0.8 | 1.3 | 20 | 29
- O=C(Cn1nnc(-c2ccccc2)n1)NCc1ccccc1
  0.9 | -6 | 1 | -0.2 | 6 | 0.9 | 12 | 1.4 | -0.3 | 11 | -8
- COc1ccc(Nc2nnc(-c3ccccc3)c3ccccc23)cc1C(=O)N1CCCCC1
  0.8 | -1 | 1.1 | -0.2 | 16 | 1 | 16 | 0.5 | -0.5 | 16 | 26
- O=C(O)COc1ccccc1/C=C1\SC(=O)N(Cc2ccc(F)cc2)C1=O
  0.9 | 11 | 1 | -0.7 | 8 | 1 | -20 | 0.0 | 8.0 | 7 | -8
- CCCNC(=O)c1ccccc1NC(=O)c1ccc(CSc2ccccc2)cc1
  0.9 | 6 | 0.9 | -0.1 | -10 | 0.8 | x | 1.9 | 13* | 11 | 4
- C=CCc1ccc(OCCCOc2ccc(C)cc2OC)c(OC)c1
  0.9 | 7 | 0.9 | -0.2 | 15 | 1 | x | 0.1 | 2.4 | 8 | -1
- O=C(NC(c1ccccc1)C(Cl)Cl)c1ccccc1 (stereo unspecified)
  0.9 | 1 | 1.1 | -0.3 | -10 | 1.1 | 11 | 0.2 | 1.2 | 12 | 0
- CC(=O)N/C(=C\c1ccccc1)C(=O)NCc1ccc2c(c1)OCO2
  1.2 | 2 | 1.1 | 0.1 | 6 | 1.2 | -9 | -0.7 | 1.3 | -24 | -9
- C=CCSc1nc(C)c(CC=C)c(=O)[nH]1
  1 | -1 | 1 | -0.1 | -4 | 1 | x | -1.9 | -0.7 | 4 | -10
- COc1ccc(S(=O)(=O)N(CC(=O)NC2CC2)c2ccc(C)cc2)cc1OC
  0.8 | 0 | 1 | -0.2 | 0 | 0.9 | 3 | 9.1 | 3.5 | 17 | 1
- Cc1ccc(-n2c(C)nc3ncnc(-c4ccccc4)c32)cc1
  1 | -2 | 1 | -0.1 | 5 | 0.9 | 2 | -0.2 | -1.1 | 4 | -2
- O=C(CNC(=O)c1cccc(Br)c1)NCCc1nc2ccccc2[nH]1
  0.9 | 7 | 1 | 0.1 | 0 | 1 | x | 0.1 | -0.4 | 8 | 2
- COc1ccc(OC)c(/C=N/Nc2nncn2/N=C/c2cc(OC)ccc2OC)c1
  0.8 | 1 | 0.9 | -0.3 | -1 | 1.1 | -15 | -0.4 | 1.3 | 15 | 5
- O=c1cc2c(nn1Cc1ccc(Cl)cc1Cl)-c1ccccc1CC2
  0.8 | -2 | 0.9 | -0.1 | -2 | 0.8 | x | 0.2 | 0.9 | 20 | 5
- O=C(C(=C1NCCN1)n1cncn1)c1ccccc1
  0.9 | 6 | 1 | 0.6 | -2 | 1 | 13 | -1.0 | -0.3 | 7 | -7
- COc1ccc(CCN2C(=O)CC(N3CCN(S(=O)(=O)c4ccccc4)CC3)C2=O)cc1OC (stereo unspecified)
  0.9 | 2 | 1 | 0.2 | 0 | 1 | -1 | -0.8 | 1.2 | 10 | -4
- COc1ccc(/C=C(\C#N)c2n[nH]c(Cn3cncn3)n2)cc1
  1 | 1 | 1 | 0.5 | -2 | 1 | -8 | -0.1 | 1.2 | 3 | 4
- O=C(CSc1ccccc1Cl)N1CCC(c2nc3ccccc3s2)CC1
  0.7 | -7 | 0.9 | -0.6 | 3 | 0.7 | x | 2.2 | 4.0 | 30 | 3
- Cc1[nH]n(-c2ccccc2)c(=O)c1C=Nc1cccc2cccnc12
  0.8 | 12 | 0.6 | -0.1 | -9 | 0.9 | -8 | -0.3 | 0.9 | 16 | 64*
- O=C(CNC(=O)c1ccc(F)cc1)N/N=C/c1cn[nH]c1-c1ccccc1
  0.9 | -8 | 0.9 | -0.3 | -3 | 1 | 11 | -0.3 | 3.0 | 13 | -3
- COc1ccc(OC)c(NC(=O)c2ccc3nc(-c4ccccc4)c(-c4ccccc4)nc3c2)c1
  0.8 | 9 | 0.9 | 0.4 | -30 | 0.9 | -13 | 1.3 | 6.5 | 15 | -5
- COc1ccccc1N1CCN(C(=O)COc2ccc(Cl)cc2)CC1
  0.8 | 14 | 0.8 | -0.2 | -1 | 0.9 | 5 | -2.0 | 1.0 | 19 | -8
- CCOC(=O)c1sc(NC(=O)c2c(OC)cccc2OC)nc1C
  0.9 | -5 | 0.9 | -0.4 | 0 | 0.9 | x | 0.0 | 0.0 | 14 | 1
- CC(C)C(O)(C#CCN1CCCCC1)c1ccccc1 (stereo unspecified)
  0.9 | -1 | 1 | -0.3 | -4 | 1 | x | 0.3 | -0.8 | 9 | 93*
- Cc1ccccc1CN1CCN(CC(=O)NCCCN2CCN(c3ccc(F)cc3)CC2)C1=O
  1.1 | 1 | 1 | -0.3 | 4 | 1 | 19 | -0.2 | 1.5 | -10 | 2
- CCCCn1c(N2CCC(Cc3ccccc3)CC2)nc2c1c(=O)[nH]c(=O)n2C
  0.8 | 0 | 0.8 | 0.0 | -43 | 0.8 | -12 | -1.1 | 0.7 | 16 | 78*
- O=C(COC(=O)c1cccc(Oc2ccccc2)c1)NCc1ccco1
  1 | 10 | 1 | 0.1 | 6 | 0.9 | x | -1.4 | 3.9 | 0 | -5
- Cc1ccc(Nc2nnc(SCC(=O)Nc3ncc(C(F)(F)F)cc3Cl)s2)cc1
  0.9 | -5 | 1 | -0.1 | -19 | 0.9 | -36 | 0.1 | 7.5 | 7 | -4
- O=C(CCC(=O)c1cccs1)NCc1cccnc1
  1 | -3 | 1 | -0.4 | 10 | 1 | -21 | -0.8 | 2.3 | 4 | -6
- CCOc1cccc(C(=O)NC(=S)NCc2cccnc2)c1
  0.8 | -2 | 0.9 | -0.4 | 6 | 0.8 | -13 | -0.9 | 1.8 | 17 | -5
- CC(=O)Nc1cccc(Oc2cc(C#N)c(C#N)cc2N2CCOCC2)c1
  1 | -4 | 1 | -0.2 | -3 | 1 | 2 | 2.7 | 0.9 | 3 | 13
- Cn1c(SCc2ccccc2F)nnc1-c1cnccn1
  0.9 | 4 | 1 | 0.5 | 3 | 1 | -22 | -0.1 | 2.6 | 8 | -6
- CC(C)c1ccc2oc(=O)cc(CN3CCN(c4ccc(F)cc4)CC3)c2c1
  0.7 | -5 | 0.9 | -0.2 | 13 | 0.9 | 17 | -3.1 | 1.0 | 26 | 21
- COc1ccc(OCCSc2ncnc3nc[nH]c23)cc1
  0.9 | 8 | 1 | 0.1 | 14 | 1 | 10 | -0.7 | 0.7 | 10 | -9
- O=C(CCCn1c(SCC(=O)NCC2CCCO2)nc2ccccc2c1=O)NCC1CCCO1 (stereo unspecified)
  0.9 | -3 | 1 | 0.1 | 14 | 1 | x | -0.2 | -0.3 | 9 | -1
- Cc1ccc(C(=O)N/N=C\c2ccc([N+](=O)[O-])s2)cn1
  0.9 | 2 | 0.9 | -0.4 | -17 | 1 | 3 | -0.4 | -1.1 | 7 | 100*
- Cc1ccc(/C=C/C(=O)c2ccc(C)cc2)cc1
  0.9 | -3 | 0.9 | 0.1 | 0 | 0.9 | x | -0.6 | 1.6 | 14 | 1
- Cc1ccn(CCC(=O)N2CCCC(CCC(=O)NCc3ccc(F)c(F)c3)C2)n1 (stereo unspecified)
  1.1 | 0 | 1.1 | 0.1 | 6 | 1 | -14 | 1.2 | -0.3 | -8 | 2
- Cc1ccc(NC(=O)CSc2nnc(Cc3ccccc3)o2)cc1
  0.9 | 5 | 0.9 | 0.3 | 4 | 0.9 | -14 | -0.9 | 0.1 | 8 | -7
- Cc1cccc(C)c1NC(=O)Cn1nnnc1N
  0.8 | 9 | 0.7 | -0.2 | 4 | 1 | 12 | -0.1 | 1.0 | 23 | -10
- Cc1cccc2c(N=Nc3ccc(S(=O)(=O)Nc4cccc(Cl)c4)cc3[N+](=O)[O-])c(O)[nH]c12
  0.7 | 22 | 1 | -0.1 | 9 | 1 | -2 | 0.4 | 6.8 | 27 | 41
- N=c1c(C(=O)NCc2ccc(F)cc2)cc2c(=O)n3ccccc3nc2n1Cc1ccco1
  0.5 | 13 | 1.2 | -0.1 | -7 | 1.2 | -18 | -1.5 | -0.2 | 51* | 24
- Cc1cccc(OCC(=O)Nc2cccc(C(=O)NCC(C)C)c2)c1
  0.8 | 2 | 0.9 | -0.3 | -1 | 0.9 | -6 | -0.5 | 3.7 | 25 | -5
